Compound activity from PubChem.
GLA spleen mod: inhibits or activates alpha-galactosidase in human spleen homogenate | P06280 | human spleen homogenate, 4MU-alpha-Gal fluorescence, 40 min | Potency, µM (doses to about 80 µM), for inactives: at the top dose activity change, negative = inhibition, usual class: inhibitors | 240,000 tested, 0.008% active;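 further: 0% = enzyme with vehicle and -100% = no enzyme basal signal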
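Inhibition or activation of alpha-galactosidase in human spleen homogenate is scored by 4-MU fluorescence after 40 min at 37C, pH 5.0, with 1 mM substrate. AC50s come from concentration-response fitted to the Hill equation.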
GAA spleen mod: lysosomal alpha-glucosidase (human) modulation; P10253; Potency, µM (series often up to 79.9 µM), without a hit: at the top dose activity change, negative = inhibition, most hits filed as inhibitors; 240,000 tested, 0.006% active; human spleen homogenate, 4-MU-alpha-glucoside fluorescence; AID 2112;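 further: 0% = enzyme with vehicle and -100% = no enzyme basal signal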
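Human spleen homogenate (1 ug) incubated with compounds and 1 mM 4-methylumbelliferyl-alpha-D-glucopyranoside in pH 5.0 citrate/phosphate buffer, 37 C, 40 min. Stopped at pH 10; 4-MU fluorescence (Ex 365/Em 440 nm); AC50 by Hill fit.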
RGS12 GoLoco inh: inhibitors of human Gai1-RGS12 GoLoco interaction (red fluorophore); Gai1:RGS12 GoLoco peptide FP, rhodamine, 10 min; Potency, µM (titrated, usually from 61.6 µM), for the others: at the highest dose activity, negative = inhibition, usual class: inhibitors; 230,000 tested, 0.44% active; active means well fitted inhibition curve with a large enough effect, not every such curve was filed as active; inactive means no such curve, though single readings can be large or run the other way; further: on the % scale 0 is the no-effect control and ±100 the full control effect; nearly all actives have a fitted effect of over 30% in size; many of its hits are not listed in these tables
GAA glycogen mod: GAA glycogen-cleavage inhibition or activation; recombinant GAA, glycogen substrate, Amplex Red glucose oxidase fluorescence; Potency, µM (doses to about 76.4 µM), for inactives: at the highest dose activity change, negative = inhibition, most hits filed as inhibitors; 300,000 tested, 0.38% active; P10253;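 further: 0% = full enzyme reaction and -100% = no-enzyme basal signal; the screen sought inhibitors and activators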
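qHTS, 1536-well; enzyme 4 nM final; cpd up to 77 uM; substrate bovine liver glycogen 30 ug; 50 mM citrate/phosphate pH 5.0, 0.01% Tween-20; 37 C, 40 min; Amplex Red detection 45 min RT; Hill fit → AC50.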
KDM4E inh: inhibitors of human JMJD2E histone demethylase; AID 2147; Potency, µM (doses to about 57.1 µM), inactives show at the top dose activity change, negative = inhibition, actives largely listed as inhibitors; JMJD2E catalytic domain, FDH-coupled NADH fluorescence (FDH is formaldehyde dehydrogenase); 230,000 tested, 1.6% active; B2RXH2; active means well fitted inhibition curve with a large enough effect, not every such curve was filed as active; inconclusive means small, poorly fitted or top-dose-only effect, or another doubt; inactive means no such curve, though single readings can be large or run the other way;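 further: 0% = wells with enzyme and -100% = buffer wells without enzyme; nearly all actives have a fitted effect of over 50% in size; many of its hits are not listed in these tables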
Target sequence (B2RXH2 1-337 limits assumed): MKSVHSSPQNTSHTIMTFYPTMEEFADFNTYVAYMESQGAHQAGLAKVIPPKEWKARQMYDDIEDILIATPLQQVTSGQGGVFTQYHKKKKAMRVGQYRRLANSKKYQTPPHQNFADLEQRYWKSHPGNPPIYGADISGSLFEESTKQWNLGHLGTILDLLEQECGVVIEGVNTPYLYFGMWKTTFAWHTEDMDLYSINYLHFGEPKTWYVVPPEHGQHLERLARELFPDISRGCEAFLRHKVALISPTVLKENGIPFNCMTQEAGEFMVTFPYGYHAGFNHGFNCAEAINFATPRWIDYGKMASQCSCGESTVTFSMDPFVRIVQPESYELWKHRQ
GAA inhib: inhibitors of human lysosomal alpha-glucosidase; P10253; purified human GAA, 4-MU-alpha-glucoside fluorescence; Potency, µM (series often up to 76.9 µM), without a hit: at the highest dose activity change, negative = inhibition, usual class: inhibitors; 200,000 tested, 0.005% active;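 further: plate controls were uninhibited enzyme wells for no effect and no-enzyme background for full effect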
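Human alpha-glucosidase, 4 nM, pre-mixed with test compounds before 400 uM 4-methylumbelliferyl substrate; 20 min room temperature at pH 5.0. Fluorescence read after pH 10 stop; AC50 values from Hill-equation fits.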
ALDH1A1 inh: ALDH1A1 (human) enzyme inhibition; 220,000 tested, 7.3% active; Potency, µM (doses to about 75.3 µM), for the others: at the top dose activity, negative = inhibition, usual class: inhibitors; Purified ALDH1A1, NADH fluorescence, propionaldehyde substrate; P00352; active means well fitted inhibition curve with a large enough effect, not every such curve was filed as active; inconclusive means small, poorly fitted or top-dose-only effect, or another doubt; inactive means no such curve, though single readings can be large or run the other way;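 further: plate controls were no enzyme wells and a reference inhibitor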
Target sequence (P00352 whole entry, looked up): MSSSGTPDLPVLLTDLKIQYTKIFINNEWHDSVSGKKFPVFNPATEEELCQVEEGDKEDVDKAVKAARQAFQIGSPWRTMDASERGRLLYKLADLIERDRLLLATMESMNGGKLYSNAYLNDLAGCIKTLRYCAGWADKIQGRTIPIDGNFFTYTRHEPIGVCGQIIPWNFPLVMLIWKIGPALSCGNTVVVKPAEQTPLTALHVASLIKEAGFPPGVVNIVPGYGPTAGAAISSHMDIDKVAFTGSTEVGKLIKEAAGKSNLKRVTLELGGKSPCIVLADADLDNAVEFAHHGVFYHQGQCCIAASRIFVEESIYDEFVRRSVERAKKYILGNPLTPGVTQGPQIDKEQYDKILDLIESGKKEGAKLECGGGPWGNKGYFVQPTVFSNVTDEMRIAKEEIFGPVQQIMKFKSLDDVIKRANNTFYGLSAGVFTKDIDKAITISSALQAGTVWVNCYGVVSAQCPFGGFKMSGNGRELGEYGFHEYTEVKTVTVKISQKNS
SMN2 splice up: enhancers of SMN2 splice variant expression | 210,000 tested, 2.8% active | Potency, µM (titrated, usually from 46.1 µM), inactives show top-dose activity change, positive = activation, actives largely listed as activators | AID 1458 | HEK293 SMN2-luciferase splicing reporter, luminescence, 30-36 h; further: % of control where 0% means no effect; nearly all actives have a fitted effect of over 55% in size
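HEK293 cells carry an SMN2 minigene-luciferase reporter in which exon 7 inclusion puts luciferase in frame. Cells were seeded at 2000 cells/well, attached for 10-12 hours, then exposed to compounds for 30-36 hours at 37C before ONE-Glo luminescence.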
The depositor's hits bear a star; ? = inconclusive; . = no result given; [ ] = dose if it differs, or a comment. Unless noted, the call rests on the fitted dose curve; in most records, active means well fitted curve in the direction sought with a large enough effect; inconclusive means small, poorly fitted or top-dose-only effect, or another doubt; inactive means no such curve, though single readings can be large; an effect the other way counts as inactive or inconclusive. Potency means the concentration at half of the fitted maximal effect. An excerpt, so the mix of outcomes need not match the whole.

molecule	GLA spleen mod	GAA spleen mod	RGS12 GoLoco inh	GAA glycogen mod	KDM4E inh	GAA inhib	ALDH1A1 inh	SMN2 splice up
Cc1ccc(-c2nnc(N3CCOCC3)c3ccccc23)cc1S(=O)(=O)NCC1CCCO1 (stereo not given)	2.1%	-1.6%	5.0%	-7.0%	-5.1%	?	4.6%	-9.8%
COc1ccc(-c2nc3ccccc3c(=O)n2CCCN2CCOCC2)cc1	0.7%	-5.9%	-5.3%	3.2%	3.4%	-2.8%	-5.3%	10.8%
COc1cc(NC(=O)c2ccco2)c(OC)cc1NC(=O)CCC(=O)Nc1cc(C)ccc1C	-1.7%	7.4%	4.5%	3.8%	?	3.5%	?	-10.0%
CC1(C)CC(NC(=O)COc2ccc3ccccc3c2)CC(C)(C)N1	2.8%	0.8%	4.7%	1.9%	-4.8%	-0.9%	-2.0%	-24.1%
O=C(COc1ccc(F)cc1)N1CCC(c2ccccc2)C1 (stereo not given)	-4.8%	-4.0%	6.8%	-1.3%	-4.0%	?	?	12.6µM*
C=Cn1nc(C)c2ccccc2c1=O	-0.7%	-3.0%	5.6%	-19.8%	-1.9%	1.6%	-8.8%	1.8%
O=C(CSc1ncn[nH]1)c1ccc2c(c1)OCCO2	-6.8%	-0.2%	2.3%	3.6%	?	1.2%	?	3.2%
COc1cc2nc(COc3ccccc3[N+](=O)[O-])oc(=O)c2cc1OC	8.8%	-0.6%	16.3%	-3.8%	-8.3%	14.6%	3.8%	-8.6%
Cc1ccc(OCC(=O)n2cnnc2N)c(C)c1	4.6%	2.1%	11.8%	5.0%	3.1%	-12.6%	-2.0%	19.3%
CCCNC(=O)Cn1c(=O)/c(=C\c2ccc(-c3ccc([N+](=O)[O-])cc3)o2)s/c1=C\C(=O)C(C)(C)C	-6.1%	-6.3%	33.1%[activator]	6.3%	3.0%	2.3%	3.7%	-5.0%
CCSc1nnc(NC(=O)COc2ccccc2[N+](=O)[O-])s1	3.0%	2.2%	7.4%	8.0%	-0.1%	-2.9%	-6.7%	?
N#Cc1ccccc1Sc1ccccc1C(=O)Nc1ccc2ccccc2c1	1.5%	-1.3%	-7.6%	0.8%	0.7%	-0.7%	?	-10.0%
COc1cc(Cl)nn(-c2ccccc2)c1=O	1.6%	4.4%	-7.9%	-3.2%	-0.2%	9.0%	-0.9%	-24.8%
CN1C(=O)C(CC(=O)Nc2ccc(F)cc2)N(Cc2cccs2)C1=S (stereo not given)	-1.0%	-0.3%	-8.3%	-12.7%	8.4%	-8.7%	1.9%	.
Cc1ccc(OCCCCNC(C)(C)C)c([N+](=O)[O-])c1	-2.1%	2.6%	2.6%	6.9%	1.8%	1.7%	12.6µM*	-11.1%
CC(C)(C)Nc1nc(Oc2ccc(=O)[nH]n2)nc(N2CCOCC2)n1	-0.1%	3.3%	5.3%	-0.9%	4.4%	-2.3%	7.2%	?
CC(O)c1cccc(NC2=CC(=O)CC(C)(C)C2)c1 (stereo not given)	-3.0%	-7.9%	2.5%	5.6%	1.7%	-19.0%	6.6%	23.3%
COc1ccccc1C(c1nnnn1Cc1ccccc1)N1CCN(c2nc3ccccc3s2)CC1 (stereo not given)	4.2%	0.4%	4.3%	-14.9%	-5.8%	?	-6.5%	-29.7%
Cc1cc(C)nc(-n2nc(C)cc2NC(=O)c2ccc3c(c2)OCO3)n1	6.7%	-16.0%	7.3%	-10.8%	-1.4%	-6.8%	6.6%	-9.0%
Nn1cc(Br)c(=O)[nH]c1=O	-2.7%	12.0%	6.7%	.	.	.	2.6%	10.0%
CCCC(C)C(=O)Nc1ccc(Cl)cn1 (stereo not given)	4.0%	-1.0%	8.9%	4.2%	-0.4%	-23.8%	-0.5%	20.1%
COCCCNC(=S)N/N=C/c1ccc(O)cc1O	-2.8%	-2.5%	-3.1%	?	17.8µM*	.	.	.
O=c1[nH]c(Nc2ccc3c(c2)OCCO3)nnc1Cc1ccccc1	1.8%	9.7%	2.6%	6.5%	20.7%	-1.6%	-4.8%	-4.3%
N#CC(Nc1ccccc1)c1ccccc1OCc1ccccc1 (stereo not given)	2.8%	-6.9%	6.8%	-16.2%	-7.0%	-1.1%	17.8µM*	14.6%
Cc1nc(NC(=O)c2ccccc2[N+](=O)[O-])sc1C(=O)N(C)C	1.6%	-0.4%	-7.6%	1.0%	-4.0%	2.8%	4.5%	?
CC(C)C(c1nnnn1Cc1ccc2c(c1)OCO2)N1CCN(C)CC1 (stereo not given)	2.5%	1.0%	-1.5%	0.9%	-2.4%	?	-0.5%	16.4%
Cc1cccc2c(N)c3c(nc12)CCCC3 (tested in a mixture with another compound)	-3.1%	-1.7%	2.2%	-7.4%	-26.3%	-4.1%	3.3%	4.4%
CCN(C(=O)CSc1cc(C)c2ccccc2n1)c1c(N)n(Cc2ccccc2)c(=O)[nH]c1=O	-2.4%	-12.7%	-8.7%	-8.2%	5.4%	-2.9%	4.2%	5.8%
CCN(CC)CC#CCC(O)(c1ccccc1)C1CCCCC1 (stereo not given)	-3.7%	1.8%	1.5%	11.8%	0.3%	?	6.3%	.
Cc1nc(C(=O)NCC(=O)c2ccc(Cl)cc2)c(C(F)(F)F)o1	-5.9%	-2.0%	-6.0%	8.7%	-5.2%	1.1%	?	.
COc1ccc(S(=O)(=O)Nc2cccc(C(C)=O)c2)cc1Br	-1.4%	-3.4%	6.1%	-0.6%	2.3%	0.8%	31.6µM*	-17.8%
Cc1ccc(S(=O)(=O)Nc2ccccc2F)cc1C(=O)NCCCN1CCCC1=O	0.1%	7.8%	-3.7%	-5.1%	9.3%	6.6%	-0.1%	-2.8%
CC1CN(C(=O)COC(=O)c2ccc(N)c([N+](=O)[O-])c2)CC(C)O1 (stereo not given)	-1.1%	-16.0%	0.9%	-9.1%	4.3%	-4.4%	?	?
COc1cccc(C(C(=O)NC(C)(C)C)N(C(=O)CCC(=O)Nc2cc(C)on2)C(C)C)c1OC (stereo not given)	-2.7%	-12.5%	4.3%	6.9%	-6.2%	2.0%	2.1%	16.3%
CCC(C(=O)O/N=C(\N)c1cccc(C)c1)c1ccccc1 (stereo not given)	11.7%	5.5%	1.1%	-28.3%	-4.7%	-6.0%	5.2%	4.1%
Cc1ccc(C2CC(=O)c3cnc(N4CC(C)CC(C)C4)nc3C2)cc1 (stereo not given)	-20.5%	-22.2%	-0.4%	8.2%	2.2%	-1.8%	14.6%	-3.9%
CCCOC(=O)C1=C(C)NC2=C(C(=O)CC(C)(C)C2)C1c1cccnc1 (stereo not given)	25.7%	10.8%	-3.6%	10.1%	?	?	?	15.9%
O=C(C1=C[C@H](c2ccc3c(c2)OCO3)C[C@H](OCc2ccc(CO)cc2)O1)N1CCOCC1	2.2%	-3.3%	-8.7%	12.5%	-5.7%	.	0.1%	.
CCN(CC)C(=S)SCC(=O)Nc1ccc(S(N)(=O)=O)cc1	3.5%	-2.6%	-2.9%	-15.5%	4.5%	1.4%	?	10.8%
C#CCNC(=O)C1=C[C@@H](C2CC2)C[C@@H](OCc2ccc(CO)cc2)O1	-6.3%	-6.9%	2.2%	16.7%	0.6%	.	-6.7%	.
Cc1onc(-c2ccccc2Cl)c1C(=O)NCCCN1CCOCC1	-3.8%	-2.5%	2.9%	3.3%	6.7%	-4.5%	4.8%	-7.3%
CCc1cccc2nc3c(c([Si](CC)(CC)CC)c12)Cn1c-3cccc1=O	?	12.1%	5.4%	.	?	.	?	-26.4%
Cc1oc(-c2ccc(F)cc2)nc1CN(Cc1ccccn1)CC1CCCO1 (stereo not given)	4.3%	2.6%	26.6%	-11.3%	-19.4%	1.0%	?	.
FC(F)Sc1ccc(NC(=S)NCc2ccccc2)cc1	-8.8%	1.4%	2.5%	-3.6%	-5.0%	0.7%	?	?
Cc1cc(N/C=C\C(=O)c2ccc(Cl)c(Cl)c2)no1	-15.3%	-15.1%	-7.6%	14.6%	10.7%	-2.9%	7.2%	10.9%
O=S(=O)(c1ccccc1)c1cnn(-c2ccccc2)c1-c1ccc(F)cc1	-6.9%	2.6%	6.4%	-3.1%	2.4%	0.6%	3.4%	-25.6%
Cc1cc(C(C)(C)C)oc1C(=O)N(CC(=O)NC1CCCC1)c1c(C)cccc1C	1.5%	-28.5%	-13.9%	-10.1%	-4.4%	-14.3%	8.0%	-7.5%
Cc1cc(C(C)(C)C)oc1C(=O)N(CC(=O)NC1CCCC1)Cc1ccccc1Cl	0.0%	0.0%	3.3%	-9.2%	1.7%	-4.0%	?	-38.6%[inhibitor]
Cc1ccccc1S(=O)(=O)Oc1ccccc1C(=O)Oc1ccccc1	12.6%	3.7%	9.1%	-1.3%	1.9%	-7.9%	-5.4%	-13.7%

Complete entries as entered above. Values in the order: GLA spleen mod, GAA spleen mod, RGS12 GoLoco inh, GAA glycogen mod, KDM4E inh, GAA inhib, ALDH1A1 inh, SMN2 splice up
Listed for O=S(=O)(c1ccccc1)c1cnn(-c2ccccc2)c1-c1ccc(F)cc1 : -6.9%, 2.6%, 6.4%, -3.1%, 2.4%, 0.6%, 3.4%, -25.6%
Listed for Cc1nc(C(=O)NCC(=O)c2ccc(Cl)cc2)c(C(F)(F)F)o1 : -5.9%, -2.0%, -6.0%, 8.7%, -5.2%, 1.1%, ?, .
Listed for FC(F)Sc1ccc(NC(=S)NCc2ccccc2)cc1 : -8.8%, 1.4%, 2.5%, -3.6%, -5.0%, 0.7%, ?, ?
